# Screening results from PubChem BioAssay.
# PTHR1 agonist = qHTS for PTHR1 Agonists: Primary Screen; 0.075% of 410,000 active; AID 743266, 2014; Parathyroid hormone/parathyroid hormone-related peptide receptor (Homo sapiens), Q03431; Potency, µM (highest dose often 115 µM), for the others: at the top dose activation, most hits filed as activators; HEK293 GP2 PTHR1 cells, GloSensor cAMP luminescence, 1 h; further: potency means the concentration at half of the fitted maximal effect; nearly all actives have a fitted effect of over 55% in size; some results filed as inactive show a strong effect at the top dose; inactives centre near -15; many of its hits are not listed in these tables
# Target sequence (Q03431 whole entry, looked up): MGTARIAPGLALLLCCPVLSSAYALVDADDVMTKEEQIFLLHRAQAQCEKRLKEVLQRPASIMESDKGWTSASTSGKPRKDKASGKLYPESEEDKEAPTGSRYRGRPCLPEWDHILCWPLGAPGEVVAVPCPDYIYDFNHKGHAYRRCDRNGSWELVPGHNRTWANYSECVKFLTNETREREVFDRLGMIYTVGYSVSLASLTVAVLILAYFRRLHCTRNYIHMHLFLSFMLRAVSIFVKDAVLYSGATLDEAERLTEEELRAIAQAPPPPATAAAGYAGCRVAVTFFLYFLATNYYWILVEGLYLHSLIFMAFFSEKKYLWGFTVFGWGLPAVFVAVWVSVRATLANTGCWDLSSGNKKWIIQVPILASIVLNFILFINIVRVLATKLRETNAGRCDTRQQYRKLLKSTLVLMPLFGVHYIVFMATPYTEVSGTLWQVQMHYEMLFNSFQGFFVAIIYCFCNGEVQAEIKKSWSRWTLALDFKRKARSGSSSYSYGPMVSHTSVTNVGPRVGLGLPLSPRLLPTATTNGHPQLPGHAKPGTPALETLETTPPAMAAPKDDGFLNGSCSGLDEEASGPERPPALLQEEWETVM
#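 HEK-293-derived GP2 cells expressing PTHR1 and a GloSensor cAMP reporter, 3,000/well, plated overnight, given luciferin plus IBMX (each 0.5 mM as added) for 1 h at 37 °C, then compound for 1 h at 37 °C. Luminescence was read after 15 min at room temperature.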
# D3 ag = qHTS of D3 Dopamine Receptor Agonist: qHTS; 0.58% of 410,000 active; D3R DiscoveRx beta-arrestin cells, luminescence, 90 min; max activation, %; in the data active means max activation above about 30%; further: 0% is about no effect; mostly tested at two doses, the higher about 12 µM
#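 Agonist mode: compounds and dopamine controls were applied to plated cells for 90 min at 37 degrees C after an overnight attachment at 1500 cells/well. Luminescent read-out followed 30 - 60 minutes at room temperature with DiscoveRx detection reagent.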
# DRD3 antagonist = qHTS of D3 Dopamine Receptor Antagonist: qHTS; AID 652054, 2013; D3R cells, DiscoveRx beta-arrestin luminescence, antagonist mode; hits give low values; max response, negative = inhibition, %; 2.5% of 360,000 active; in the data active means max response below about -50%; inconclusive means no clear call, values can overlap the other calls; further: on the % scale 0 is the no-effect control and ±100 the full control effect; mostly tested at two doses, the higher about 12 µM
#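 Cells expressing the human receptor were seeded at 1500 cells/well, incubated overnight at 37 degrees C in 5% CO2, then exposed to library compounds with dopamine controls for 90 minutes at 37 degrees C before luminescent detection.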
# GLP1R cytotox = qHTS of GLP-1 Receptor Inverse Agonists: Cytotox Screen. HEK293 cAMP-luciferase reporter cells, luminescence, 24 h. 0.13% of 410,000 active. AID 624418, 2012. Potency, µM (highest dose often 38.3 µM), for the others: at the top dose activity change, negative = inhibition, usual class: inhibitors;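 further: loss of luciferase light is scored as toxicity; potency means the concentration at half of the fitted maximal effect; on the % scale 0 is the no-effect control and ±100 the full control effect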
#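 Luminescence readout: signal drop marks cytotoxicity. Plated cells grew 12 h at 37 °C, 5% CO2, received 23 nL compound for 24 h, then got luciferase reagent, read after 12 min at RT.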
# aSyn yeast inh = qHTS of alpha-syn Inhibitors; Yeast expressing alpha-synuclein, growth rescue, BacTiter-Glo, 24 h; Potency, µM (doses to about 46.1 µM), without a hit: at the top dose growth rescue (activation), actives largely listed as activators; 0.14% of 370,000 active; further: potency means the concentration at half of the fitted maximal effect; % of control where 0% means no effect; nearly all actives have a fitted effect of over 65% in size
#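 Screening used galactose-induced yeast with toxic alpha-synuclein levels, exposed to compound for 24 hr at 30 deg C. Cell growth, read with BacTiter-Glo luminescence, gave the measured signal.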
# KB-V1 cytotox = qHTS assay for MDR1-selective chemotherapeutics: Primary screen using the drug-selected MDR subline cells KB-V1; KB-V1 MDR cells viability, CellTiter-Glo, 72 h; AID 1347076, 2019; 3.4% of 400,000 active; Potency, µM (series often up to 46.1 µM), for inactives: at the highest dose activity change, negative = cytotoxicity, usual class: cytotoxic; further: potency means the concentration at half of the fitted maximal effect; on the % scale 0 is the no-effect control and ±100 the full control effect; nearly all actives have a fitted effect of over 60% in size
#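 KB-V1 MDR subline cells in DMEM (phenol-red free, 10% FBS) exposed to compounds in qHTS concentration series for 72 h at 37 degrees C. Viability read by CellTiter-Glo luminescence; concentration-effect curves fitted after normalization and correction.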
# GLP-1R agonist = qHTS of GLP-1 Receptor Agonists; Glucagon-like peptide 1 receptor (Homo sapiens), P43220; HEK293 GLP-1R CRE-luciferase, luminescence, 4-6 h; cells express a hypersensitive GLP-1R form; Potency, µM (titrated, usually from 45.6 µM), inactives show at the highest dose activation, usual class: activators; 0.007% of 380,000 active; further: potency means the concentration at half of the fitted maximal effect; % of control where 0% means no effect
# Target sequence (P43220 whole entry, looked up): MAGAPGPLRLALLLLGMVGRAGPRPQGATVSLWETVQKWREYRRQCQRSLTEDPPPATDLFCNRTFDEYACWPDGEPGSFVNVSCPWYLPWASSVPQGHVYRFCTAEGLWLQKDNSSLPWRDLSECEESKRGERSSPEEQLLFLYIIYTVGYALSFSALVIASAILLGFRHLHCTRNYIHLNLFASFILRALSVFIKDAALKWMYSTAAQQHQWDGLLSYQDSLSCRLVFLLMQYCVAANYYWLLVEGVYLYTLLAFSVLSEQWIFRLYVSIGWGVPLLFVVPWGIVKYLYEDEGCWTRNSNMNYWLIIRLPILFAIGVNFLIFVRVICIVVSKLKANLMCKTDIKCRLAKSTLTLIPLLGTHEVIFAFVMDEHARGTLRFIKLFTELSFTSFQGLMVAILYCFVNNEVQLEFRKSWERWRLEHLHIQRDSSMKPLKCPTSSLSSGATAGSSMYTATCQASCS
# GLP-1R inv ag = qHTS of GLP-1 Receptor Inverse Agonists (Inhibition Mode). HEK293 GLP-1R CRE-luciferase, luminescence, 24 h; GLP-1R form is constitutively active. Potency, µM (highest dose often 38.3 µM), without a hit: top-dose activity change, negative = inhibition, most hits filed as inhibitors. 1.6% of 410,000 active. AID 624417, 2012; further: potency means the concentration at half of the fitted maximal effect; on the % scale 0 is the no-effect control and ±100 the full control effect; nearly all actives have a fitted effect of over 55% in size
#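 Assay principle: reduced luminescence from a cAMP-responsive reporter in HEK293 cells co-expressing a constitutively active GLP-1R. Conditions: 24 hr compound incubation, 37 deg C, 5% CO2.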
# TDP43 rescue = qHTS of TDP-43 Inhibitors; Potency, µM (titrated, usually from 46.1 µM), for inactives: at the highest dose growth rescue (activation), actives largely listed as activators; AID 652104, 2013; TDP-43 expressing yeast growth rescue, BacTiter-Glo, 24 h; 1.8% of 410,000 active; further: potency means the concentration at half of the fitted maximal effect; % of control where 0% means no effect; nearly all actives have a fitted effect of over 50% in size
#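 Cell-based yeast growth screen: TDP-43 expression induced in galactose, inoculum OD600=0.02 after raffinose pregrowth to mid-log. Read-out BacTiter-Glo luminescence at 24 hr, 30 deg C; inhibition of toxicity seen as signal increase.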
# * = called active by the depositor; i = inactive; u = inconclusive; x = no result given; [ ] = dose if it differs, or a comment. Unless noted, the call rests on the fitted dose curve; in most records, active means well fitted curve in the direction sought with a large enough effect; inconclusive means small, poorly fitted or top-dose-only effect, or another doubt; inactive means no such curve, though single readings can be large; an effect the other way counts as inactive or inconclusive.
SMILES,PTHR1 agonist,D3 ag,DRD3 antagonist,GLP1R cytotox,aSyn yeast inh,KB-V1 cytotox,GLP-1R agonist,GLP-1R inv ag,TDP43 rescue
CCOc1ccc(C(C)=O)cc1COC(=O)c1ccccc1C(=O)N(C)Cc1ccccc1,-28%,8,3,-10%,3%,u,15%,u,24%
O=C(NN1CCOCC1)c1cc(Cl)ccc1Cl,i,-5,2,-8%,0%,24%,-3%,0%,1%
C=CCSc1nnc2c(n1)OC(c1cccnc1)Nc1ccccc1-2 (stereo not drawn),i,-1,-29,-10%,-1%,8%,-2%,58%[activator],2%
CCc1ccc(-c2csc(NC(=O)C3=COCCO3)n2)cc1,-32%[inhibitor],-3,11,7%,7%[1.84 µM],0%,6%,u,18µM*
CC(=O)Nc1cc2c(cc1[N+](=O)[O-])-c1ccc(F)cc1C2,i,-2,-7,-32%,2%,-23%,1%,3%,14%
CC(CNC(=O)CCC(=O)N1CCOc2ccccc21)c1ccccc1 (stereo not drawn),i,-7,17,3%,0%,0%,-4%,-9%,20%
CCc1nc2ccc(C(=O)N(CC)CCN(C)C)cn2c1N(C)Cc1ccc(OC)cc1,-24%,-18,-2,-10%,-10%,1%,14%,u,19%
Cc1cccc(C)c1NC(=O)CN(C)C(=O)c1ccc(OCc2ccccc2)cc1,-20%,0,1,-4%,6%,-30%,-4%,2%,0%
Cn1c(CCC(=O)Nc2ccccc2F)nnc1SCC(=O)Nc1ccccc1Cl,i,5,14,-3%,0%,1%,0%,-18%,-7%
Cc1cc(NC(=O)c2cc(Cl)ccc2Cl)ccc1-c1cc2ccccc2oc1=O,-14%,-11,x,2%,x,-5%,x,u,8%
COc1ccccc1NC(=S)NCc1ccc(Cl)cc1,i,0,6,u,1%,-23%,0%,u,u
OC(C#CCN1CCCCC1)(c1ccccc1)c1ccccc1,-31%[inhibitor],-22,-79*,-11%,5%,-12%,13%,u,6%
CCCn1c2ccccc2c2cnn(CC(=O)NCC3CCN(Cc4ccc(F)cc4)CC3)c(=O)c21,i,-16,x,4%,x,-8%,x,-13%,7%
O=C(NCc1nc2ccccc2[nH]1)C1=C[C@H](C2CCCCC2)C[C@H](OCc2ccc(CO)cc2)O1,-45%[inhibitor],41*,60,u,-19%,u,-4%,u,8%
CC(C)(C)C1CCc2c(sc(NC(=O)c3cccs3)c2C(=O)N2CCCCC2)C1 (stereo not drawn),i,7,-30,0%,14%,-26%,-15%,3.5µM*,17%
CC(=O)c1cccc(NC(=O)NCc2cccnc2)c1,i,-4,-16,2%,-5%,-5%,11%,2%,-8%
O=C(NN=Cc1ccccc1Cl)c1ccc([N+](=O)[O-])cc1,i,-13,-14,-1%,-4%,4%,15%,19%,-12%
Cn1c(=O)[nH]c(=O)c2c1nc1n2CCS1,i,3,17,-2%,1%,2%,4%,-7%,0%
CCn1c(N2CCN(CC(=O)c3c[nH]c4ccccc34)CC2)nc2c1c(=O)[nH]c(=O)n2C,-12%[57.5 µM],0,9,-12%,-1%,9%,6%,19%,-9%
C[C@@H]1CN([C@H](C)CO)C(=O)CCCn2nncc2CO[C@H]1CN(C)Cc1ccc(Oc2ccccc2)cc1,-21%,-1,6,1%,9%,14%,4%,-12%,21%
CCOc1ccc(Br)cc1C1C(C(=O)OC)=C(N)Oc2cc(N(C)C)ccc21 (stereo not drawn),-73%[inhibitor][57.5 µM],-4,u,260%[activator],2%,23µM*,4%,u,5%
Cc1ccc(OCc2cc(C(=O)NCC3COCCO3)no2)cc1C (stereo not drawn),i,-6,-19,-8%,1%,x,1%,-19%,4%
O=C(NCCCN1CCOCC1)c1coc2ccccc2c1=O,i,2,-3,-10%,-6%,17%,-5%,-9%,-17%
COc1ccccc1C1C2=C(CCCC2=O)N(CC(=O)O)C2=C1C(=O)CCC2,0%,5,u,x,3%,u,-1%,0%,x
CC1CCC(NC(=O)C2CCN(S(=O)(=O)c3cccc4nonc34)CC2)CC1 (stereo not drawn),-7%,-3,3,4%,-2%,11%,1%,10%,8%

# Ordered by number of heavy atoms (largest number first): some entries from above.
SMILES,PTHR1 agonist,D3 ag,DRD3 antagonist,GLP1R cytotox,aSyn yeast inh,KB-V1 cytotox,GLP-1R agonist,GLP-1R inv ag,TDP43 rescue
C[C@@H]1CN([C@H](C)CO)C(=O)CCCn2nncc2CO[C@H]1CN(C)Cc1ccc(Oc2ccccc2)cc1,-21%,-1,6,1%,9%,14%,4%,-12%,21%
CCCn1c2ccccc2c2cnn(CC(=O)NCC3CCN(Cc4ccc(F)cc4)CC3)c(=O)c21,i,-16,x,4%,x,-8%,x,-13%,7%
O=C(NCc1nc2ccccc2[nH]1)C1=C[C@H](C2CCCCC2)C[C@H](OCc2ccc(CO)cc2)O1,-45%[inhibitor],41*,60,u,-19%,u,-4%,u,8%
CCc1nc2ccc(C(=O)N(CC)CCN(C)C)cn2c1N(C)Cc1ccc(OC)cc1,-24%,-18,-2,-10%,-10%,1%,14%,u,19%
Cc1cc(NC(=O)c2cc(Cl)ccc2Cl)ccc1-c1cc2ccccc2oc1=O,-14%,-11,x,2%,x,-5%,x,u,8%
CCOc1ccc(Br)cc1C1C(C(=O)OC)=C(N)Oc2cc(N(C)C)ccc21 (stereo not drawn),-73%[inhibitor][57.5 µM],-4,u,260%[activator],2%,23µM*,4%,u,5%
CC(CNC(=O)CCC(=O)N1CCOc2ccccc21)c1ccccc1 (stereo not drawn),i,-7,17,3%,0%,0%,-4%,-9%,20%
OC(C#CCN1CCCCC1)(c1ccccc1)c1ccccc1,-31%[inhibitor],-22,-79*,-11%,5%,-12%,13%,u,6%
CCc1ccc(-c2csc(NC(=O)C3=COCCO3)n2)cc1,-32%[inhibitor],-3,11,7%,7%[1.84 µM],0%,6%,u,18µM*
CC(=O)Nc1cc2c(cc1[N+](=O)[O-])-c1ccc(F)cc1C2,i,-2,-7,-32%,2%,-23%,1%,3%,14%
COc1ccccc1NC(=S)NCc1ccc(Cl)cc1,i,0,6,u,1%,-23%,0%,u,u

# Next structures
SMILES,PTHR1 agonist,D3 ag,DRD3 antagonist,GLP1R cytotox,aSyn yeast inh,KB-V1 cytotox,GLP-1R agonist,GLP-1R inv ag,TDP43 rescue
CC(Sc1nc(=O)cc(N)n1CCc1ccccc1)C(=O)Nc1cccc(Cl)c1 (stereo not drawn),-3%,6,x,-5%,x,u,x,-24%,23%
O=C(NC1CCCCC1)C(c1cccc2ccccc12)n1c(=O)c(-c2cc3ccccc3[nH]2)nc2ccccc21 (stereo not drawn),i,5,17,355%[activator],6%,4%,x,u,0%
COC(=O)c1cn(NC(=O)Cc2ccccc2Br)c(=O)c2ccccc12,-7%,-14,-10,-3%[7.66 µM],-2%,u,1%,-8%[7.66 µM],-23%
COC(=O)c1cc(-c2ccc(C)cc2)n[nH]1,i,-1,-3,5%,3%,u,17%,20%,2%
O=C(CCNC(=O)c1ccc(Cl)cc1)Nc1ccccc1Cl,i,-6,3,-22%,-2%,4%,3%,-15%,10%
COc1ccc2nc(NC(=O)CCN3C(=S)NC(C)(C)CC3C)sc2c1 (stereo not drawn),i,-3,1,-4%,7%,u,-10%,4%,26%
O=C(NCCCn1ccnc1)c1cnn2c1NC(c1ccccc1)CC2C(F)(F)F (stereo not drawn),-24%[57.5 µM],0,8,0%,-11%,-2%,1%,-15%,11%
CCOC(=O)C1CCCN(c2c(NCCc3ccc(S(N)(=O)=O)cc3)c(=O)c2=O)C1 (stereo not drawn),-13%,0,0,1%,2%,u,-5%,6%,17%
Cc1cc(=O)n(Cc2cccc(F)c2)c2c1c(C)nn2-c1cccc(F)c1,5%,-7,x,27%,x,3%,x,9%,-1%
CCOC(=O)C(NC(=O)c1ccccc1)C(C)(C)SCc1ccccc1 (stereo not drawn),i,1,9,-26%,2%,x,-16%,u,-15%
CC(C)(C)c1ccc(OCc2nnc(SCC(N)=O)n2N)cc1,i,4,-9,-3%,2%,0%,0%,-13%,-3%
CCc1ccc(C2NC(=O)c3[nH]nc(-c4cccc(OC)c4)c32)cc1 (stereo not drawn),-48%[inhibitor],6,x,-14%,x,-1%,0%,11%,0%
COc1cc(-c2nnc3n2N=C(c2ccccc2)CS3)cc(OC)c1OC,-75%,-1,-6,u,2%,0%,27%,-11%,6%
CC(C)OCCCNC(=O)CCC(=O)NNc1nc2ccccc2c2nc(-c3ccccc3)nn12,-5%,0,-8,2%,-3%,-13%,-12%,-10%,1%
COCc1cc(C)nc(SCC(=O)Nc2cc(C(F)(F)F)ccc2N2CCOCC2)c1C#N,0%,-5,6,66%[activator],-3%,-8%,12%,u,23%
CCCCN(C)C(=S)Nc1ccc2nc3n(c(=O)c2c1)CCCCC3,4%,-10,5,-6%,2%,0%,2%,u,-19%
OC[C@@H]1CN(Cc2ccc3c(c2)OCO3)C[C@H](n2cnc3c(N4CCOCC4)ncnc32)O1,0%,2,45,-6%,1%,-11%,5%,41%,-2%
CN1C2CCC1CC(NS(=O)(=O)c1cccc(C(F)(F)F)c1)C2 (stereo not drawn),-22%,0,2,-9%,2%,0%,-3%,-9%,-13%
Cc1cccc(-c2c(NC(=O)c3ccco3)oc3c(C)cccc3c2=O)c1,i,16,20,-1%,-3%,-24%,12%,22%,-10%

# The list is partial; count on the stated rates, not on these rows.
